BioA inh – M. tuberculosis BioA enzyme inhibitors, primary screen, biochemical, plate reader, single point, HTS; purified M. tuberculosis BioA enzyme; inhibition, % at 9.99 µM; actives 0.096% (n = 360,000); AID 602481, 2012; in the data active = inhibition above about 40%; inconclusive = no clear call, values can overlap the other calls
UGM FP inh – M. tuberculosis UGM enzyme inhibitors, primary screen, biochemical, fluorescence polarization, single point | UDP-galactopyranose mutase (Mycobacterium tuberculosis (strain ATCC 25618 / H37Rv)), … | purified UGM, fluorescence polarization probe displacement | inhibition, % at 10 µM | actives 0.06% (n = 320,000) | AID 504406, 2011; in the data active = inhibition above about 10%, passing the limit was not always enough; inconclusive = no clear call, values can overlap the other calls
Target sequence (P9WIQ1 whole entry, looked up): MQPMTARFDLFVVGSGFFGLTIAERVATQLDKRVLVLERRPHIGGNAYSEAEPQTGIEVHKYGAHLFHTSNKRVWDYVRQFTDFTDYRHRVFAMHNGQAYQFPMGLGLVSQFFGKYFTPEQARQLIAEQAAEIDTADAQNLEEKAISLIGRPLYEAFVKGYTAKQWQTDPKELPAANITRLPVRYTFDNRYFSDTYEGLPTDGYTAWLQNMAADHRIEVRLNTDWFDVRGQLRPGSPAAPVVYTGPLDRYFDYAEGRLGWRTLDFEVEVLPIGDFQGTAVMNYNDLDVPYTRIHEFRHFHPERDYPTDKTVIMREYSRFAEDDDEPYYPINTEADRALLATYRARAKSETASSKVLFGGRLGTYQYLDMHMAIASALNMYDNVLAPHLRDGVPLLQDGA
GDH-TPI inh – GDH-TPI coupling enzyme inhibitors, primary screen, artefact control for M. tuberculosis FBA inhibitor project, biochemical, absorbance, full deck; inhibition, % at 4.8 µM; actives 1.2% (n = 360,000); GDH-TPI coupled enzyme counterscreen, NADH absorbance; in the data active = inhibition above about 30%;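 also: 0% = DMSO wells and 100% = wells lacking the enzyme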
PrPC surface inh – inhibitors of human cell surface prion protein PrPC, primary screen, cell-based, TR-FRET; AID 720596, 2013; TR-FRET read-out; actives 0.43% (n = 370,000); inhibition, % at 13.8 µM; in the data active = inhibition above about 24%; also: 0% = median of the test wells and 100% = reference compound wells
Rv3671c inh – Rv3671c serine protease inhibitors, primary screen, biochemical, fluorescence polarization, M. tuberculosis H37Rv; AID 2606, 2010; actives 0.048% (n = 320,000); P9WHR9; inhibition, % at 5.96 µM; in the data active = inhibition above about 38%;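 also: extracellular domain of Rv3671c used as enzyme; 0% = enzyme with DMSO and 100% = no enzyme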
FadD28 FP inh – inhibitors of FadD28 bisubstrate probe binding, primary screen, biochemical, fluorescence polarization, single point. inhibition, % at 12.5 µM. actives 0.22% (n = 360,000); in the data active = inhibition above about 8.5%, passing the limit was not always enough; inconclusive = no clear call, values can overlap the other calls
MazF activator – activators of E. coli MazEF toxin-antitoxin RNase, primary screen, biochemical, fluorescence, uHTS. activation, % at 20 µM. actives 0.32% (n = 350,000). AID 504720, 2011. FAM/BHQ RNA-DNA oligo cleavage fluorescence, 5 h; in the data active = activation above about 50%
Target sequence (P0AE70 whole entry, looked up): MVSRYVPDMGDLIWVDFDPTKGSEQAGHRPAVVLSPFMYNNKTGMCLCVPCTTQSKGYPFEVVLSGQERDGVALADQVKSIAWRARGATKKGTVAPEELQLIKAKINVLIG
BoNT-F LC inh – BoNT/F light chain protease inhibitors, primary screen, biochemical, flow cytometry, MLPCN library; Botulinum neurotoxin type F light chain protease (Clostridium botulinum); Multiplex microsphere protease cleavage assay; inhibition, % at 10 µM; actives 0.22% (n = 360,000); in the data active = inhibition above about 35%, passing the limit was not always enough; inconclusive = no clear call, values can overlap the other calls; also: plate controls were buffer without enzyme for full effect and enzyme alone for no effect
FBA Mtb inh – Mtb FBA enzyme inhibitors, primary screen, biochemical, fluorescence, strain H37Rv; Fructose-bisphosphate aldolase (Mycobacterium tuberculosis (strain ATCC 25618 / H37Rv)), …; purified M. tuberculosis FBA, fluorescence read-out; inhibition, % at 1 µM; actives 2.3% (n = 360,000); AID 588726, 2011; in the data active = inhibition above about 27%;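 also: 0% = vehicle and 100% = reference inhibitor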
Target sequence (P9WQA3 whole entry, looked up): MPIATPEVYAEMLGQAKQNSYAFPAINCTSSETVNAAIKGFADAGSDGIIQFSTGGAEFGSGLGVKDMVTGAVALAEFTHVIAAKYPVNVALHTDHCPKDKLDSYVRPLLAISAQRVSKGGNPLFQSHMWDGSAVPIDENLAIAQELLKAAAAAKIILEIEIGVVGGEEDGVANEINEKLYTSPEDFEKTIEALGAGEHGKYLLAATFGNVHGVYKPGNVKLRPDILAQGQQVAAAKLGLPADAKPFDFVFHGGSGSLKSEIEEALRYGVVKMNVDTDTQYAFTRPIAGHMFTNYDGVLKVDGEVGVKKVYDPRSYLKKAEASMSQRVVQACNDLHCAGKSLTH
* marks the source's active call; other numbers are inactive results; u = inconclusive; x = not tested or not shown.

cpd	SMILES	BioA inh	UGM FP inh	GDH-TPI inh	PrPC surface inh	Rv3671c inh	FadD28 FP inh	MazF activator	BoNT-F LC inh	FBA Mtb inh
1	COc1ccc2oc(C(=O)OCC(=O)NC3CC3)c(C)c2c1	-1.2	-1.0	4	-1	4	-3.5	2	5	44*
2	CC(=O)c1cccc(NC(=S)NC(=O)c2ccccc2Br)c1	x	-0.9	10	-2	-12	-3.4	3	3	0
3	CCC(C)NCCOc1ccccc1C (stereo unspecified)	0.3	-0.9	9	-2	-3	-0.9	-1	0	1
4	COc1ccc(CCNC(=O)C2CCCN2C(=O)Nc2ccc(Cl)cc2)cc1OC (stereo unspecified)	0.6	4.6	9	1	4	-2.9	1	u	0
5	O=C(Nc1ncccn1)c1ccc([N+](=O)[O-])cc1Cl	-1.5	-0.2	16	-25	3	0.0	x	x	5
6	O=C(NC(=S)N(CCCCO)C1CCCCC1)c1sc2ccccc2c1Cl	0.8	-0.1	4	4	9	-1.0	-1	-7	1
7	CCn1c(/N=C/c2ccccc2NS(=O)(=O)c2ccc(C)cc2)nc2ccccc21	-2.4	3.7	7	x	2	-2.7	-3	16	-1
8	CCn1c(SCC(=O)N2CCN(S(=O)(=O)c3ccccc3)CC2)nnc1-c1cccs1	0.7	0.1	-2	-3	1	-3.4	2	3	-2
9	CCc1ccc(C2=NN(C(=O)OC)C(O)(C(F)(F)F)C2)cc1 (stereo unspecified)	0.0	0.1	3	2	1	-2.7	-2	-2	1
10	CCOC(=O)C1=C(COC(=O)CC(C)c2ccccc2)NC(=O)NC1C (stereo unspecified)	-0.5	-2.3	-2	0	4	-4.2	4	-2	-2
11	O=C(c1ccccc1F)N1CCN=C1c1ccccc1	0.0	-1.1	1	0	-3	-4.1	-9	0	5
12	O=C(COc1ccc(F)cc1)NCC1(N2CCCCC2)CCCCC1	0.0	x	7	-4	x	-2.6	-12	11	5
13	Cc1ccc(C(C)C)c(OCC(=O)OCC(=O)c2c(N)n(C)c(=O)n(C)c2=O)c1	0.7	-0.9	1	4	-21	x	7	1	1
14	O=C(NC1CCCC1)C(c1ccc(N2CCOCC2)cc1)N(Cc1ccccc1)C(=O)c1ccco1 (stereo unspecified)	0.4	0.9	-4	7	-6	-1.5	-1	2	6
15	O=C(NC1CCCC1)c1ccc(CNc2c(N3CCOCC3)c(=O)c2=O)cc1	-0.7	2.5	17	4	2	0.6	4	0	4
16	CC(=O)Nc1ccc(C(=O)N2CCN(S(=O)(=O)c3ccc4c(c3)OCCCO4)CC2)cc1	0.4	-0.1	2	2	-5	-2.0	-7	u	4
17	CC1CN(C)C(C)C/C1=N\Oc1ccc([N+](=O)[O-])cc1 (stereo unspecified)	1.5	4.7	19	-5	11	-0.5	9	-6	-1
18	CCOC(=O)c1[nH]ncc1CN1CCCC(C(=O)c2cccc3ccccc23)C1 (stereo unspecified)	x	-1.3	0	-10	8	-3.5	-3	-2	0
19	O=C(Nc1ccc(N2CCCCC2)cc1)c1ccc2c(c1)OCCO2	0.7	-2.3	21	22	-1	-1.8	-8	-2	2
20	O=[N+]([O-])c1cc2c(cc1C=Nc1ccccc1)OCO2	0.2	1.4	-7	x	-9	-2.6	7	1	-4
21	Cc1cc(NC(=O)C(C)SCC(=O)Nc2cc(Cl)ccc2N2CCN(C)CC2)no1 (stereo unspecified)	0.5	-0.8	-3	-3	0	-2.9	2	-5	-2
22	Cc1[nH]nc2c1C(c1ccc3c(c1)OCO3)C(C#N)=C(N)O2 (stereo unspecified)	0.3	1.4	7	2	2	-1.3	10	2	2
23	Cc1ccccc1OCC(O)Cn1nnc2ccccc21 (stereo unspecified)	-0.1	-1.1	1	1	8	0.8	4	4	-4
24	CCN(CC)C(=O)CSc1nnc([C@@H](NC(=O)OC(C)(C)C)C(C)C)o1	-2.5	1.3	-4	-1	-5	-2.7	14	-3	-3
25	O=C(Nc1nnc(-c2ccco2)o1)c1ccc(S(=O)(=O)N2CCCC2)cc1	x	1.7	20	-6	7	-3.9	-1	-2	-7
26	COc1ccc2oc(=O)c(C(=O)N3CCN(c4ccccc4F)CC3)cc2c1	-1.8	2.2	7	3	-2	-2.9	7	2	8
27	Cc1cc(C)c2nc(SCC(=O)Nc3ccccc3N3CCOCC3)c(C#N)cc2c1	-0.8	-0.6	8	7	-12	-2.9	-6	5	1
28	CCOc1ccccc1Nc1ncccc1C(=O)O	0.5	1.4	12	4	-4	0.4	7	6	4
29	Nc1nc(SCc2ccccn2)c2ncn(C3OC(CO)C(O)C3O)c2n1 (stereo unspecified)	0.3	x	-3	-1	x	-4.0	4	1	-2
30	COc1cc2[nH]c(=O)n(CCCCCC(=O)N3CCN(c4ccccn4)CC3)c(=O)c2cc1OC	1.6	-2.2	7	1	2	-0.6	0	u	2

Quoted from the listing:
COc1ccc2oc(C(=O)OCC(=O)NC3CC3)c(C)c2c1 | GDH-TPI inh = 4
Cc1[nH]nc2c1C(c1ccc3c(c1)OCO3)C(C#N)=C(N)O2 (stereo unspecified) | PrPC surface inh = 2

A draw from above in order of molar mass, ascending:
cpd	SMILES	BioA inh	UGM FP inh	GDH-TPI inh	PrPC surface inh	Rv3671c inh	FadD28 FP inh	MazF activator	BoNT-F LC inh	FBA Mtb inh
22	Cc1[nH]nc2c1C(c1ccc3c(c1)OCO3)C(C#N)=C(N)O2 (stereo unspecified)	0.3	1.4	7	2	2	-1.3	10	2	2
19	O=C(Nc1ccc(N2CCCCC2)cc1)c1ccc2c(c1)OCCO2	0.7	-2.3	21	22	-1	-1.8	-8	-2	2
26	COc1ccc2oc(=O)c(C(=O)N3CCN(c4ccccc4F)CC3)cc2c1	-1.8	2.2	7	3	-2	-2.9	7	2	8
25	O=C(Nc1nnc(-c2ccco2)o1)c1ccc(S(=O)(=O)N2CCCC2)cc1	x	1.7	20	-6	7	-3.9	-1	-2	-7
18	CCOC(=O)c1[nH]ncc1CN1CCCC(C(=O)c2cccc3ccccc23)C1 (stereo unspecified)	x	-1.3	0	-10	8	-3.5	-3	-2	0
13	Cc1ccc(C(C)C)c(OCC(=O)OCC(=O)c2c(N)n(C)c(=O)n(C)c2=O)c1	0.7	-0.9	1	4	-21	x	7	1	1
7	CCn1c(/N=C/c2ccccc2NS(=O)(=O)c2ccc(C)cc2)nc2ccccc21	-2.4	3.7	7	x	2	-2.7	-3	16	-1
6	O=C(NC(=S)N(CCCCO)C1CCCCC1)c1sc2ccccc2c1Cl	0.8	-0.1	4	4	9	-1.0	-1	-7	1
16	CC(=O)Nc1ccc(C(=O)N2CCN(S(=O)(=O)c3ccc4c(c3)OCCCO4)CC2)cc1	0.4	-0.1	2	2	-5	-2.0	-7	u	4
30	COc1cc2[nH]c(=O)n(CCCCCC(=O)N3CCN(c4ccccn4)CC3)c(=O)c2cc1OC	1.6	-2.2	7	1	2	-0.6	0	u	2
14	O=C(NC1CCCC1)C(c1ccc(N2CCOCC2)cc1)N(Cc1ccccc1)C(=O)c1ccco1 (stereo unspecified)	0.4	0.9	-4	7	-6	-1.5	-1	2	6

Going on with the list:
cpd	SMILES	BioA inh	UGM FP inh	GDH-TPI inh	PrPC surface inh	Rv3671c inh	FadD28 FP inh	MazF activator	BoNT-F LC inh	FBA Mtb inh
31	COC(=O)c1cc(S(=O)(=O)N2CCN(C3CCCCC3)CC2)c[nH]1	-0.5	-0.6	-4	x	-4	1.0	-1	-8	-1
32	CCCCn1c(N)c(N(CCOC)C(=O)COC(=O)C(C)Oc2ccc(Cl)cc2)c(=O)[nH]c1=O (stereo unspecified)	4.5	0.9	-12	-8	12	-2.1	1	12	3
33	CC(=O)N1c2ccc(S(=O)(=O)N3CCC(C(=O)NCc4ccc(F)cc4)CC3)cc2CC1C (stereo unspecified)	1.6	-2.1	3	-1	-2	-4.1	8	-2	-4
34	Cc1ccc(C2=CC(=O)C[C@H](c3ccc4c(c3)OCO4)C2)cc1	10	2.7	3	0	-16	-2.7	1	-1	0
35	Cc1ccc(C(C)C)c(OCC(=O)N2CCN(c3ncccn3)CC2)c1	-0.8	-2.1	-2	-1	6	-0.3	0	3	2
36	COc1cccc(/C=N/NC(=O)CN(C)S(=O)(=O)c2ccccc2)c1OC	-0.7	-1.5	5	-6	11	-1.2	2	x	21
37	CC(c1ccccc1)n1c(N2CCN(C)CC2)nc2c1c(=O)[nH]c(=O)n2C (stereo unspecified)	-2.1	1.3	-1	0	-9	-2.9	7	u	-6
38	O=C(CCC(=O)c1ccc(F)cc1)NCC1(N2CCCCC2)CCCCC1	-1.5	-1.3	6	-8	-16	x	1	1	3
39	O=C(CCN1C(=O)c2ccccc2C1=O)NC(=S)Nc1ccccc1	x	5.0	2	3	2	-3.4	-3	-8	0
40	COc1cc(C(=O)Oc2ccccc2/C=N/NC(=O)c2ccc(C)cc2)cc(OC)c1OC	-0.4	-3.2	3	0	9	-2.9	-5	2	2
41	Cc1ccccc1CSCCNC(=O)c1ccc(N(C)S(=O)(=O)c2ccccc2)cc1	x	-1.4	26	7	-21	1.2	-4	-9	-3
42	CCOC(=O)CN1CC23C=CC(O2)C(C(=O)Nc2ccc(OCC)cc2)C3C1=O (stereo unspecified)	-0.1	-1.1	6	-2	7	-0.6	4	-8	3
43	CC1CCN(S(=O)(=O)c2ccc3[nH]c(=O)c(=O)[nH]c3c2)CC1	-0.1	-3.9	20	1	62*	-4.4	8	0	7
44	CC(=O)Nc1ccc(-c2nc3cc(Cl)ccc3o2)cc1	-2.5	2.3	21	2	-11	-9.0	-7	x	29*
45	COc1ccc(CNC(=O)COC(=O)c2cnccn2)cc1	-4.2	-1.3	7	-7	-1	-3.8	-13	2	0
46	CCOC(=O)C1=C(C)NC(C)=C(C(=O)OCC)C1C(=O)OCC(=O)N1CCOCC1	-0.1	-1.2	14	0	-1	-0.8	6	-8	2
47	CN(C)c1ccc(-c2csc(C(C)(O)c3ccccc3)n2)cc1 (stereo unspecified)	-0.5	x	13	4	x	-1.0	x	-9	2
48	CC(C)(C)NC(=O)C(c1ccsc1)N(CCc1ccccc1)C(=O)Cn1nnc2ccccc21 (stereo unspecified)	-1.9	0.6	4	6	-1	0.4	-4	-6	-2
49	COC(=O)c1sc(NC(=O)C2CCCO2)c(C(=O)OC)c1C (stereo unspecified)	1.8	2.4	2	-8	-1	-0.1	6	-13	0
50	CC(NC(=O)C1CCCN1C(=O)OCc1ccccc1)c1ccccc1 (stereo unspecified)	x	1.1	-2	2	0	-1.0	6	-4	-4
51	CC(C)(C=O)C1=CC(=O)c2ccccc2C1=O	x	2.5	14	-5	-11	2.2	-18	-8	-1
52	CS(=O)(=O)N(CC(O)Cn1c2ccccc2c2ccccc21)c1ccccc1 (stereo unspecified)	2.6	2.6	4	-2	0	-5.0	-7	0	1
53	COC(=O)c1c(NC(=O)c2ccc(Br)s2)sc2c1CCC2	-1.2	3.4	7	6	7	0.2	11	2	-1
54	Cc1cccc(C)c1NC(=O)c1cn(-c2ccccc2)nc1-c1ccccc1	-1.2	-0.3	6	9	-1	1.3	8	-3	0
55	CCCn1c(=N)n(CC(=O)c2cccs2)c2ccccc21	0.1	-2.6	-7	-8	2	-2.8	6	4	-3
56	CCCn1c(/C=N/Nc2nc3ccccc3[nH]2)nc2ccccc21	x	x	24	-16	x	1.6	6	-48	-6
57	COC(=O)C1CC2=C(CCCC2=O)N(Cc2ccccc2)C1=O (stereo unspecified)	1.6	x	5	-4	x	-0.7	-5	-12	0

Assay outcomes as filed in PubChem.
